Source: PubChem BioAssay (National Center for Advancing Translational Sciences (NCATS))
HEK293 cAMP ctrl: qHTS Assay for Agonists of the Thyroid Stimulating Hormone Receptor: Activators of Intracellular cAMP Concentrations in Parental HEK 293 | parental HEK293 CNG cAMP sensor, membrane potential fluorescence | Potency, µM (top dose mostly 57.1 µM), without a hit: top-dose activation, most hits filed as activators | 2.5% of 73,000 active; further: potency means the concentration at half of the fitted maximal effect; % of control where 0% means no effect; nearly all actives have a fitted effect of over 55% in size
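Parental HEK 293 cells stably expressing a modified CNG channel (no TSHR) report cAMP rise as membrane depolarization. Membrane potential dye with 100 uM RO 20-1724 was loaded for 60 min at room temperature, then compound added for 30 min; fluorescence read at 590 nm.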
ERK AVP inh: qHTS Assay for Inhibitors of the ERK Signaling Pathway using a Homogeneous Screening Assay | Potency, µM (top dose mostly 57.5 µM), without a hit: at the top dose activity, negative = inhibition, hits mostly inhibitors | 0.99% of 72,000 active | HEK293-V1b, vasopressin-stimulated pERK AlphaScreen; further: potency means the concentration at half of the fitted maximal effect; on the % scale 0 is the no-effect control and ±100 the full control effect; nearly all actives have a fitted effect of over 55% in size
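Overnight-seeded V1b-HEK293 cells in 1% FBS got compound, then vasopressin (25 nM final, 5 min, 37C), then lysis buffer. AlphaScreen detection of phospho-ERK; activity normalized to basal and full-stimulation controls.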
Caspase-1 inhib: qHTS Assay for Allosteric/Competitive Inhibitors of Caspase-1; P29466; Caspase-1 enzyme, Ac-WEHD-AFC fluorogenic rate; Potency, µM (doses to about 57.5 µM), for the others: at the highest dose activity change, negative = inhibition, actives largely listed as inhibitors; 0.03% of 75,000 active;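 further: potency means the concentration at half of the fitted maximal effect; plate controls were vehicle for no effect and no substrate for full effect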
Target sequence (P29466 120-297 limits assumed): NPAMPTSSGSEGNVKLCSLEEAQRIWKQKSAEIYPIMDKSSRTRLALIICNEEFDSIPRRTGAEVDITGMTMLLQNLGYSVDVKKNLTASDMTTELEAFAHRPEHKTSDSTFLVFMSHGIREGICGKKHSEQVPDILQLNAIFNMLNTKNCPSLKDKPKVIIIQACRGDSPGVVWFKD
Target sequence (P29466 317-404 limits assumed): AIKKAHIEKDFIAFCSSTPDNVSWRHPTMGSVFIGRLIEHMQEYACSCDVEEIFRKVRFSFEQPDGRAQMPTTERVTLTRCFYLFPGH
A350 fluor: qHTS Assay for Spectroscopic Profiling in A350 Spectral Region; 11% of 59,000 active; Compound autofluorescence, 340/450 nm, Alexa 350 dye-equivalents; hits give high values; max dye-equivalent concentration, M; in the data active means max dye-equivalent concentration above about 10 nM; inconclusive means mostly about 1.1 nM to 9.6 nM
Caspase-7 inhib: qHTS Assay for Allosteric/Competitive Inhibitors of Caspase-7; recombinant caspase-7, Ac-DEVD-AFC fluorescence rate; P55210; Potency, µM (doses to about 57.5 µM), inactives show at the top dose activity change, negative = inhibition, actives largely listed as inhibitors; 0.02% of 75,000 active; active means well fitted inhibition curve with a large enough effect in the main read-out, with a control signal flat, not every such curve was filed as active; inconclusive means small, poorly fitted or top-dose-only effect, or a change in a side signal; further: potency means the concentration at half of the fitted maximal effect; % of control where 0% means no effect
Tau fil binding: qHTS Assay for Tau Filament Binding; Microtubule-associated protein tau (Homo sapiens), P10636; recombinant tau filaments, thioflavin S fluorescence, 15 h; filaments grown with octadecylsulfate alongside compound; Potency, µM (top dose mostly 57.1 µM), for the others: at the top dose activity change, negative = inhibition; 2% of 71,000 active; AID 596, 2007;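 further: potency means the concentration at half of the fitted maximal effect; on the % scale 0 is the no-effect control and ±100 the full control effect; actives lower thioflavin S fluorescence by blocking filaments or displacing dye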
Target sequence (P10636 whole entry, looked up): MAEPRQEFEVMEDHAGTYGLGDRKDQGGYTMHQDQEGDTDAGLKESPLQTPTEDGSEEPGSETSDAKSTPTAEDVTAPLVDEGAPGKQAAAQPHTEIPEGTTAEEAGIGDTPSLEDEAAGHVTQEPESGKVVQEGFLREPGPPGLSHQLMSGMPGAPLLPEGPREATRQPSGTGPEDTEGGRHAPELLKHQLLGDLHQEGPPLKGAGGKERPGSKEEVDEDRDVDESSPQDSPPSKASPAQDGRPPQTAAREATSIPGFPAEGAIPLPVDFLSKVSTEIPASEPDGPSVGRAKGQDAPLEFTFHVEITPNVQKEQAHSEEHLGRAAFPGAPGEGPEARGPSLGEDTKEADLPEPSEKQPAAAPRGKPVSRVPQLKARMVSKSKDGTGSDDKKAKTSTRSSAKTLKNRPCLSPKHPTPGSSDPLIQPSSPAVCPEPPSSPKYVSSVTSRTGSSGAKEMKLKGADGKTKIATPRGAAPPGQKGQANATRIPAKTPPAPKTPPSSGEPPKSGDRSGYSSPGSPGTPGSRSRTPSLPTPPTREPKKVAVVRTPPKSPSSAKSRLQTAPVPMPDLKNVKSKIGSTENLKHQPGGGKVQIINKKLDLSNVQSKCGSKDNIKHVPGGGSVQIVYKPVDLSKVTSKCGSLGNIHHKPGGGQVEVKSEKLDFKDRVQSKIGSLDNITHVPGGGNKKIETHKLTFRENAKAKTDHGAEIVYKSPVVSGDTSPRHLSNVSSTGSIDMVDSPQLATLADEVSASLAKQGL
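Recombinant tau protein (human, 1 uM final) plus 30 uM ODS in HEPES pH 7.4 with NaCl, DTT and thioflavine S. Compound present from the start; fluorescence at 510 nm after 15 h, 37 C.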
Luciferase inh: qHTS Assay for Inhibitors of Firefly Luciferase; AID 411, 2009; 2.2% of 72,000 active; Potency, µM (titrated, usually from 57.1 µM), for inactives: top-dose activity change, negative = inhibition, hits mostly inhibitors; purified firefly luciferase, luminescence, 8 min; further: potency means the concentration at half of the fitted maximal effect; on the % scale 0 is the no-effect control and ±100 the full control effect; nearly all actives have a fitted effect of over 40% in size
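qHTS concentration-response profiling: light output of P. pyralis luciferase with luciferin and 10 uM ATP, imidazole buffer pH 7.2. Read by luminescence after 8-min room-temperature incubation.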
4-MU autofl: qHTS Assay for Spectroscopic Profiling in 4-MU Spectral Region | compound autofluorescence, 340/450 nm, 4-MU equivalents; hits give high values | max dye-equivalent concentration, M | 11% of 59,000 active | AID 589, 2007; in the data active means max dye-equivalent concentration above about 10 nM; inconclusive means mostly about 1.1 nM to 9.6 nM
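Compounds in 100 mM Tris, pH 8.0, sat 15 min at room temperature before fluorescence was read at 340 nm excitation/450 nm emission; a per-plate six-point 4-MU standard curve converted signals to dye-equivalent concentration at each compound concentration.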
Rhodamine autofl: qHTS Assay for Spectroscopic Profiling in Rhodamine Spectral Region; Rhodamine-region fluorescence, 547/598 nm, Tris buffer; hits give high values; max dye-equivalent concentration, M; 0.05% of 59,000 active; AID 594, 2007; in the data active means max dye-equivalent concentration above about 11 nM; inconclusive means between about 1.1 nM and that limit
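Intensities are converted to rhodamine-equivalent concentration using a six-point rhodamine standard on each plate. Compounds sit 15 min at room temperature in 100 mM Tris buffer, pH 8.0; read uses the 547/598 nm excitation/emission pair.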
TexasRed autofl: qHTS Assay for Spectroscopic Profiling in Texas Red Spectral Region. Compound fluorescence, Texas Red channel, 547/618 nm; hits give high values. max dye-equivalent concentration, M. 0.06% of 59,000 active; in the data active means max dye-equivalent concentration above about 10 nM; inconclusive means between about 1.1 nM and that limit
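Fluorescence at ex 547/em 618 nm, normalized against an on-plate Texas Red standard series to give dye-equivalent concentration per compound concentration. Buffer 100 mM Tris, pH 8.0; 15 min RT incubation before CCD imaging.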
Fluorescein fluor: qHTS Assay for Spectroscopic Profiling in Fluorescein Spectral Region; Compound autofluorescence, 480/540 nm, fluorescein-equivalent; hits give high values; max fluorescein-equivalent concentration, M; 0.91% of 59,000 active; AID 593, 2007; in the data active means max fluorescein-equivalent concentration above about 10 nM; inconclusive means between about 1.1 nM and that limit
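Library compounds, added at multiple concentrations to pH 8.0 Tris buffer (100 mM), incubate 15 min at room temperature before CCD imaging at 480 nm excitation and 540 nm emission.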
* = called active by the depositor; i = inactive; ? = inconclusive; · = no result given; & = joins results of further samples; [ ] = dose if it differs, or a comment. Unless noted, the call rests on the fitted dose curve; in most records, active means well fitted curve in the direction sought with a large enough effect; inconclusive means small, poorly fitted or top-dose-only effect, or another doubt; inactive means no such curve, though single readings can be large; an effect the other way counts as inactive or inconclusive.

SMILES	HEK293 cAMP ctrl	ERK AVP inh	Caspase-1 inhib	A350 fluor	Caspase-7 inhib	Tau fil binding	Luciferase inh	4-MU autofl	Rhodamine autofl	TexasRed autofl	Fluorescein fluor
O=C(CSc1nnnn1Cc1ccccc1)c1ccccc1	32µM*	14%	-1%	i	2%	6%	-1%	i	i	i	?
CCOC(=O)C(C)Sc1nc(-c2ccc(OC)cc2)nc2c1c(=O)n(C)c(=O)n2C (stereo not given)	15%	·	-3%	·	0%	83%	0%	·	·	·	·
CO[C@H]1COC(=O)C/C=C\[C@H](C)[C@H](OC)COC(=O)[C@@H](C)COC(=O)C/C=C\[C@@H]1C	2%&-2%[11.4 µM]	-11%&0%[11.5 µM]	0%&-2%[11.5 µM]	·	-1%&-1%[11.5 µM]	·	0%&-1%[11.4 µM]	·	·	·	·
CCC1(C)Cc2c(sc3c2c(=O)n(C)c2nnc(SCc4ccccc4)n32)CO1 (stereo not given)	·	·	·	i	·	·	1%[25.5 µM]	i	i	i	i
N#Cc1ccccc1NC(=O)c1ccc(-c2ccccc2Cl)o1	25µM*	-5%	-3%	1.6e-07M*	-1%	373%	?	1.5e-07M*	i	i	?
Cc1ccc(CS(=O)(=O)CCC(=O)NCc2cccs2)cc1	3%	-7%	0%	i	0%	-1%	1%	i	i	i	i
Cn1c(=O)cc(SCC(=O)Nc2cccnc2)c2ccccc21	11%	?	2%	i	1%	5%	1%	i	i	i	i
O=C(CSc1nc2c(sc3ccccc32)c(=O)n1CCO)NCC1CCCO1 (stereo not given)	-1%	-4%	2%	?	0%	-1%	-1%	?	i	i	i
Cc1ccc(Nc2nnc(SCc3cc(=O)n4ccsc4n3)s2)c(C)c1	9%	?	-2%	?	1%	-11%	2%	i	i	?	i
Brc1ccccc1-c1nnc2sc(-c3ccc4c(c3)OCCO4)nn12	?	-17%	-2%	i	-4%	322%	-1%	i	i	i	i
CC1(C)CC(=O)N(CC(=O)O)c2ccccc2S1	3%	-4%	1%	4.3e-08M*	-1%	9%	1%	3.3e-08M*	i	i	?
O=C(c1ccco1)N1CCN(c2nc(C(F)(F)F)nc3c2nnn3Cc2ccccc2)CC1	?	?	-5%	i	-2%	36%	2%	i	i	i	i
Cn1c(NCc2ccccc2Cl)nc2ccccc21	-1%	-21%	-1%	·	0%	0%	13µM*	·	·	·	·
CC1(C)Cc2c(oc3ncn4ncnc4c23)CO1	·	·	·	i	·	·	-6%[25.5 µM]	i	i	i	i
C=CCOC(=O)C1=C(C)NC2(O)c3ccccc3C(=O)C12O (stereo not given)	6%	2%	-1%	i	1%	-7%	0%	i	i	?	i
COc1ccc(OC)c(C(=O)Cn2nnc3ccccc3c2=O)c1	8%	8%	-2%	?	0%	11%	2%	?	i	i	i
CC(C)Oc1ccc(C(=O)N2CCCc3ccccc32)cc1	?	26%	1%	·	-1%	8%	4%	·	·	·	·
O=C(O)CCCC(=O)N(Cc1ccccc1)Cc1ccccc1	17%[11.4 µM]	-24%	1%	·	1%	5%[11.4 µM]	3%	·	·	·	·
O=c1[nH]c(=S)[nH]nc1Cc1ccccc1	10%	-4%	0%	i	0%	-16%	3%	i	i	?	i
NC(=O)c1ccccc1NC(=O)c1ccccc1F	-3%	-12%	1%	·	0%	7%	-5%	·	·	·	·
CCOC(=O)C(C)n1cnc2sc3c(c2c1=O)CCC3 (stereo not given)	9%	17%	-4%	·	-8%	?	-2%	·	·	·	·
O=C(Nc1ccccc1)N1CCCC(c2nc(-c3cccs3)no2)C1 (stereo not given)	15%	-3%	-1%	?	6%	2%	-4%	i	i	i	i
CCC(C)NC(=O)C1(C)CCC(=O)N1Cc1ccccc1OC (stereo not given)	10%	14%	0%	i	0%	5%	1%	i	i	i	i
CCNc1nc(SCCOc2ccccc2)nc(N(C)C)n1	?	12%	-3%	i	0%	-3%	-3%	i	i	?	?
COc1ccc(CNc2cc(C)ccc2C)c(OC)c1OC	10%	-1%	0%	i	-2%	?	2%	i	i	?	i
CCCn1c(=O)c2[nH]c(-c3ccc(S(=O)(=O)O)cc3)nc2n(CCC)c1=O	6%	-9%	1%	7.1e-07M*	1%	-8%	3%	7e-07M*	i	i	?
COc1cccc(C(=O)CSc2nnnn2C)c1	23%	16%	1%	i	1%	-8%	-32%	i	i	i	i
Cc1ccc2c(c1)-c1c(cnn1CC(=O)Nc1ccccc1N1CCN(C)CC1)CO2	6%	5%	-4%	·	-1%	135%	-2%	·	·	·	·
COc1ccc2[nH]c(C)c(CCN3C(=O)C4C5C=CC(C5)C4C3=O)c2c1 (stereo not given)	-2%	·	-10%	·	1%	-12%	-6%	·	·	·	·
COc1cc2c(cc1NC(=O)CSc1nnc(Cc3cccs3)n1C)oc1ccccc12	6%	?	0%	i	-4%	210%	-8%	i	i	i	i
Cc1noc(C)c1CN1C(=O)NC(Cc2ccccc2)(Cc2ccccc2)C1=O	0%	5%	1%	i	5%	-15%	-3%	i	i	?	?
NC(=O)c1cc[n+](CC2=C(C(=O)[O-])N3C(=O)[C@@H](NC(=O)Cc4cccs4)[C@@H]3SC2)cc1	4%[25.6 µM]	1%[25.7 µM]	-3%[25.7 µM]	?	-3%[25.7 µM]	5%[25.6 µM]	-1%[25.5 µM]	?	i	i	?
COc1cccc(-c2nn(C)c3sc(C(=O)Nc4ccc5c(c4)OCCO5)cc23)c1	15%	17%	-12%	4.1e-08M*	-9%	59%	-24%	4.7e-08M*	i	i	i
CCOc1ccc(OCC)c(NC(=O)CCCN2C(=O)c3cccnc3C2=O)c1	2%	11%	1%	i	4%	9%	0%	i	i	i	i
CCCn1c(SC2C(=O)CC(C)(C)CC2=O)nc2c1c(=O)n(C)c(=O)n2C	2%	-7%	1%	i	1%	6%	7%	i	i	i	i
Cc1noc(C)c1C(=O)N1CCC2(CCCN(Cc3ccc(C#N)cc3)C2)CC1	-4%	-38%	2%	i	1%	-5%	1%[11.4 µM]	i	i	i	?
O=C(Nc1ccc(F)c(F)c1)c1cccnc1	-4%	-17%	0%	i	2%	4%	-2%	i	i	i	i
CC(C)Cn1cc(C(=O)N2CCN(c3ccccn3)CC2)c2c3ccccc3n(C)c2c1=O	6%	?	-3%	7.1e-08M*	-5%	13%	-3%	6.6e-08M*	i	i	i
CCCCN(C)S(=O)(=O)c1ccc(C(=O)Nc2nnc(CSC)o2)cc1	18%	-5%	0%	i	4%	4%	2%	i	i	i	i
O=c1c(CCc2ccccc2)nc2cncnc2n1Cc1ccccc1Cl	24%	-7%	-6%	i	-9%	-24%	0%[11.4 µM]	i	i	i	?
COc1cc(C(=O)N(C)c2nnc(-c3cccnc3)s2)cc(OC)c1OC	7%	-27%	0%	i	1%	-8%	0%	i	i	i	i
CN(C)/C=N/c1c(C(=O)NCc2ccccc2)nnn1Cc1ccccc1	8%	-11%	-1%	i	-5%	-7%	-1%	i	i	?	i
Cc1cc(C(=O)Nc2sc(C)c(-c3ccc(F)cc3)c2C(N)=O)no1	27%	8%	?	8.8e-08M*	-16%	60%	7.9µM*	8.6e-08M*	i	i	i
O=C(Nc1ccc2oc(Cc3ccc(Cl)cc3)nc2c1)c1cccnc1	?	16%	0%	i	2%	39%	2%	i	i	i	i
Cc1c(NC(=O)C2CCCN2S(=O)(=O)c2ccc(Cl)cc2)c(=O)n(-c2ccccc2)n1C (stereo not given)	-5%	9%	0%	i	-1%	12%	-34%	i	i	?	?
COC(=O)c1cccc(COC(=O)CNC(=O)c2ccco2)c1	?	-4%	-1%	i	-1%	3%	2%	i	i	i	i

Records above marked active in 4-MU autofl:
Compound | Caspase-1 inhib | A350 fluor | Caspase-7 inhib | Tau fil binding | Luciferase inh | 4-MU autofl | Rhodamine autofl | Fluorescein fluor
N#Cc1ccccc1NC(=O)c1ccc(-c2ccccc2Cl)o1 | -3% | 1.6e-07M* | -1% | 373% | ? | 1.5e-07M* | i | ?
CC1(C)CC(=O)N(CC(=O)O)c2ccccc2S1 | 1% | 4.3e-08M* | -1% | 9% | 1% | 3.3e-08M* | i | ?
CCCn1c(=O)c2[nH]c(-c3ccc(S(=O)(=O)O)cc3)nc2n(CCC)c1=O | 1% | 7.1e-07M* | 1% | -8% | 3% | 7e-07M* | i | ?
COc1cccc(-c2nn(C)c3sc(C(=O)Nc4ccc5c(c4)OCCO5)cc23)c1 | -12% | 4.1e-08M* | -9% | 59% | -24% | 4.7e-08M* | i | i
CC(C)Cn1cc(C(=O)N2CCN(c3ccccn3)CC2)c2c3ccccc3n(C)c2c1=O | -3% | 7.1e-08M* | -5% | 13% | -3% | 6.6e-08M* | i | i
Cc1cc(C(=O)Nc2sc(C)c(-c3ccc(F)cc3)c2C(N)=O)no1 | ? | 8.8e-08M* | -16% | 60% | 7.9µM* | 8.6e-08M* | i | i

This is a subset (hit frequency here may not be typical).
